aSyn 5UTR inh: 5' untranslated region of α-synuclein, MLPCN primary screen | inhibition, % (tested at 7.5 µM) | alpha-synuclein 5'UTR reporter, inhibitor activity | 300,000 compounds, 0.82% hits; in the data active means inhibition above about 60%; inconclusive means no clear call, values can overlap the other calls;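 further: H4 neuroglioblastoma cells stably carrying SNCA 5'UTR luciferase fusion; 0% = DMSO wells and 100% = positive control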
KLF5 inhibitor: kruppel-like factor 5 inhibition. inhibition, % at 5 µM. 290,000 compounds, 0.23% hits. DLD-1 KLF5 promoter-luciferase reporter, luminescence;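 active means inhibition above a per-plate limit of that plate's mean compound inhibition plus 3 SD, cut at about 60% in these data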;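 further: 0% = DMSO wells and 100% = LY294002 at 200 µM; higher means less KLF5 promoter-driven luciferase light; inactives centre near -14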
HSF-1 act: increases HSF-1 driven luciferase reporter signal | NIH3T3-HGL HSF-1 luciferase reporter, MG132, 8 h; 100% = twice DMSO control signal | activation, % at 9 µM | 300,000 compounds, 1.7% hits;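 active means mean replicate activation of at least 50% with a set share of replicates each reaching 50%; inconclusive means only one of those two conditions met; inactive means mean below 50% and too few replicates reaching it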;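 further: 0% = median of the neutral control wells and 100% = twice that signal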
GSK3A inh: human GSK-3 alpha kinase inhibition; ADP-Glo luminescence, 60 min; inhibition, % at 10 µM; 320,000 compounds, 0.1% hits; P49840; AID 2650;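 in the data active means inhibition above about 50%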;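 further: GST-tagged GSK-3 alpha with peptide substrate and 25 µM ATP; 0% = DMSO neutral wells and 100% = GW8510 positive control wells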
Target sequence (P49840 whole entry, looked up): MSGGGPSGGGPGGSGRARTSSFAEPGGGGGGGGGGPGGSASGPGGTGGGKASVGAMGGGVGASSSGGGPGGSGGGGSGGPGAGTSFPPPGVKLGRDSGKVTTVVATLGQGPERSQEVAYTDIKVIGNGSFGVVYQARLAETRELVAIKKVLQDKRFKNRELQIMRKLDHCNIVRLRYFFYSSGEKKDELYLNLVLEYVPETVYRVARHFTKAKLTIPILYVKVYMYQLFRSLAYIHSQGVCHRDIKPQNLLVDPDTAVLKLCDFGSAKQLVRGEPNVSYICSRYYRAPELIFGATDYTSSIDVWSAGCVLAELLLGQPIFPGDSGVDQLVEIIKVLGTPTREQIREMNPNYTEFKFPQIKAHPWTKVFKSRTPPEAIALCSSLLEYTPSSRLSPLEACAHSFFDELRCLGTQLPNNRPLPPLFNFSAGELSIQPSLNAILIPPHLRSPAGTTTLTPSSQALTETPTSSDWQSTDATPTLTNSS
HSP90 inh: inhibitors of HSP90 luciferase refolding in rabbit reticulocyte lysate | luciferase refolding luminescence, 3 h | inhibition, % at 5.6 µM | 290,000 compounds, 0.91% hits;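 active means inhibition above the screen-wide mean plus 3 SD, computed separately per campaign, cut at about 16% in these data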;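 further: 0% = DMSO wells and 100% = 60 µM geldanamycin wells; inhibitors lower the luminescence because luciferase stays unfolded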
HSF1 inh: HSF1 inhibition; NIH3T3-HGL HSE-luciferase, MG132-induced, luminescence 8 h; active compounds read low; 300,000 compounds, 0.77% hits; activity change, negative = inhibition, % at 7.5 µM (by protocol); AID 2098;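 active means more than half of replicate wells show activity change below -50%, luminescence cut by over half; inconclusive means some wells, but at most half, below -50%; inactive means no replicate well below -50%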;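 further: luciferase reports HSF-1 transcriptional activity via heat shock element; 0% = median of DMSO wells and -100% = zero luminescence signal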
IEC-6 tox: kills IEC-6 intestinal cells in KLF5 counter-screen | IEC-6 cytotoxicity, luminescence viability | inhibition, % at 5 µM | 290,000 compounds, 0.78% hits | AID 1825; in the data active means inhibition above about 22%;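 further: 0% = plate median of test compound wells and 100% = cytotoxic reference compound wells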
AI-2 QS modul: modulators of Vibrio harveyi AI-2 quorum sensing system; Vibrio harveyi JMH597 AI-2 luminescence/OD600 ratio, 9 h; active compounds read low; strain lacks LuxN and CqsS sensors; 0 = neutral-control median; activity change, % at 7.5 µM; 300,000 compounds, 0.4% hits; in the data active means activity change below about -75%, passing the limit was not always enough; inconclusive means no clear call, values can overlap the other calls;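 further: luminescence divided by OD600 gain over 9 h not by final OD600 alone; inactives centre near 13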
PolyA inhibitor: inhibitors of polyadenylation in S. cerevisiae | S. cerevisiae SKY197-pL101 polyadenylation reporter, beta-gal luminescence; efflux-impaired pdr1/pdr3 knockout yeast; score 100 = 6 SD above DMSO | AID 1875 | calls only at 12 µM | 300,000 compounds, 0.02% hits;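 active means lowest replicate activity score at least 50, where 100 means six control SD above control mean; inconclusive means lowest score under 50 but half or more replicates reach 50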;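 further: yeast exposed to compound for 9 h at 30 °C; higher score means more reporter readthrough which indicates perturbed polyadenylation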
GSK3beta inhib: inhibitors of human GSK3beta kinase | GST-GSK3beta kinase, ADP-Glo luminescence, 60 min; active compounds read low | activity score (negative = inhibition), % at 10 µM | 300,000 compounds, 0.038% hits | AID 2097;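 active means more than half of replicate wells score below -50%, meaning over 50% inhibition versus plate controls; inconclusive means some replicates but at most half score below -50%; inactive means no replicate scores below -50%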;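 further: 0% = median DMSO wells and -100% = median GW8510 positive control wells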
Target sequence (P49841 whole entry, looked up): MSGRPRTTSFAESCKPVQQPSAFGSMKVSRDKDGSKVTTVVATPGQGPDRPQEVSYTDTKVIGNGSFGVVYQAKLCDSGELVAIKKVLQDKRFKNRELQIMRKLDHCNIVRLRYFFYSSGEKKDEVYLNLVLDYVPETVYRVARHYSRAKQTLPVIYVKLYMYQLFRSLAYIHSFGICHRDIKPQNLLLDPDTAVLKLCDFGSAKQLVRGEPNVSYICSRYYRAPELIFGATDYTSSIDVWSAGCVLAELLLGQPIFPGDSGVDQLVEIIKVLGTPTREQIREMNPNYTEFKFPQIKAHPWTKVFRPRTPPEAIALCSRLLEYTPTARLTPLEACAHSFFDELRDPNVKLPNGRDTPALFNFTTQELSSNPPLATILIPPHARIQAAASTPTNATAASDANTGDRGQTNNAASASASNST
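Test system: GST-fused GSK3beta enzyme, cell-free | Quantity: 1.6 ng GST-GSK3beta enzyme per well | Reagent: 25 µM ATP with peptide substrate | Schedule: 60 min enzyme reaction, room temperature | Signal: Luminescent ADP-Glo measurement of ADP formed | Read-out basis: Score relative to plate controls | Control set: DMSO and 20 µM GW8510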
Starred values were filed as active, the others as inactive; i = inactive; ? = inconclusive; / = no result given. An excerpt; count on the stated rates, not on these rows.

SMILES	aSyn 5UTR inh	KLF5 inhibitor	HSF-1 act	GSK3A inh	HSP90 inh	HSF1 inh	IEC-6 tox	AI-2 QS modul	PolyA inhibitor	GSK3beta inhib
O=C(CN1N=C(c2ccccc2)CCC1=O)NCc1ccccc1	-17	1	26	-3	1	3	0	12	i	-9
COC(=O)c1sc2ncccc2c1OCc1ccccc1Cl	22	-3	23	0	-4	9	-4	5	i	0
COc1ccc(CN(C)C(=O)c2cccc(Oc3ccccc3)c2)c(OC)c1OC	12	-7	8	-5	-3	0	-2	12	i	3
COc1ccc(NC(=O)CN(C)CC(=O)Nc2sc3c(c2C(N)=O)CCC3)cc1	-11	/	-11	9	/	3	/	25	i	-1
Cc1csc(NC(=O)C2CCN(S(=O)(=O)c3ccc4c(c3)oc(=O)n4C)CC2)n1	19	-24	2	1	-1	1	3	9	i	-2
N/C(=N\OC(=O)c1ccc(Cl)cc1)c1cccnc1	-187	-78	33	3	0	18	-3	8	i	1
CC(C)C(=O)Nc1cccc(NC(=S)NC(=O)c2ccc([N+](=O)[O-])cc2)c1	19	-17	4	0	-3	0	2	30	i	0
CN(C)C=NC(=O)c1cc(C(=O)c2ccccc2Cl)c[nH]1	2	-15	-15	14	-3	-5	-2	27	i	-12
COc1cccc(CNC(=O)C2CCN(S(=O)(=O)c3ccc4c(c3)OCCO4)CC2)c1	3	4	9	1	-2	2	-3	9	i	2
O=C(NNC(=O)c1cccnc1)Nc1cccc2ccccc12	-1	-3	2	2	-3	1	-4	23	i	-3
CC[C@H](C)Cc1cn([C@@H](CCCN=C(NC(=O)OC(C)(C)C)NC(=O)OC(C)(C)C)C(=O)NCCCCCCCCCCC(=O)N2CCN(C(=O)OC(C)(C)C)CC2)nn1	17	/	-10	-2	/	-2	/	1	i	-2
O=C(O)CN=CC1=C(O)CC(c2ccccc2)CC1=O (centres undefined)	-12	-27	7	1	-6	-3	-9	-2	i	1
COc1cc(S(=O)(=O)Nc2ccncc2)ccc1F	19	-7	7	0	-2	-1	2	34	i	-4
Cc1cccc(NC(=O)C2CCN(S(=O)(=O)c3ccc4c(c3)OCCO4)CC2)n1	-20	/	1	1	/	-3	/	12	i	-6
Cc1ccc(-n2cnc3c(sc4nccc(N(C)C)c43)c2=O)cc1	-132	-29	-15	-3	3	-8	7	15	i	0
C=CCn1c(N)c(C(=O)OCC(C)C)c2nc3ccccc3nc21	28	-47	-2	/	9	-3	-4	22	i	-2
COc1ccc(C(OCC(O)CNC(C)c2ccccc2)c2ccc(OC)cc2)cc1 (centres undefined)	5	23	15	-2	0	5	-2	/	i	/
CCOC(=O)/C(=N\Nc1ccccc1Cl)N1CCN(Cc2ccccc2)CC1	-3	-10	-13	-2	3	-3	-8	20	i	1
CC(c1ccon1)N(C)C(=O)c1ccc2nc(Cc3cccc(Cl)c3)oc2c1 (centres undefined)	20	-21	16	-1	-9	-2	-2	24	i	2
CCn1cc(S(=O)(=O)NC(C)c2cc(OC)ccc2OC)cn1 (centres undefined)	-7	-9	-9	-2	-1	-3	-8	1	i	0
CCOC(=O)c1c(NC(=O)CC2Nc3ccccc3NC2=O)sc(C)c1C (centres undefined)	20	-13	-3	-2	-3	3	-4	28	i	-4
CNC(=O)c1ccccc1NC(=O)C1CC(=O)N(c2ccc(OC)cc2)C1 (centres undefined)	9	-8	-9	0	-2	-5	-4	38	i	-2
CCOc1ccc(-c2nc(CN3CCCCC3CCn3cccn3)c(C)o2)cc1 (centres undefined)	-20	-10	-9	2	18*	-2	2	10	i	2
COc1ccc2[nH]c(=O)c(-c3noc(-c4ccccc4)n3)cc2c1	-121	-54	30	3	-3	17	-4	4	i	0
CCN(CC)S(=O)(=O)c1ccc(C)c(C(=O)Oc2cccc(-c3cnc4ccccc4n3)c2)c1	-178	-17	7	-3	1	3	6	11	i	1
COc1ccccc1N1C(=O)N(CC(=O)C(C)(C)C)c2ccccc2S1(=O)=O	-5	-34	16	3	-4	8	-4	-10	i	-1
COc1nsnc1NS(=O)(=O)c1ccc(NC(=S)NC(=O)c2ccncc2)cc1	4	-24	-10	-1	2	3	0	0	i	1
O=C1c2ccccc2C(=O)N1CC1c2ccccc2CCN1S(=O)(=O)c1ccccc1 (centres undefined)	10	-14	-2	2	0	1	2	-6	i	-5
CCOC(=O)c1c(-c2ccccc2)csc1NC(=O)c1cc(S(=O)(=O)N2CCOCC2)ccc1C	39	-3	11	-1	1	1	-15	2	i	0
CCn1nc(C)c(NC(=O)c2cnn3c(C(F)F)cc(-c4ccccc4)nc23)c1C	35	-14	5	0	-4	-3	3	-2	i	0
O=C(O)CSc1nc(-c2ccccc2)c(-c2ccccc2)[nH]1	-5	9	-8	-3	1	-5	-2	22	i	3
Cc1ccc(C(=O)N2CCN(S(=O)(=O)c3ccccc3)CC2)cc1	33	-11	2	-1	0	-5	0	10	i	-21
O=C(NN1C(=O)/C(=C/c2cccs2)SC1=S)c1ccncc1	-9	-23	8	-2	-2	1	-2	16	i	3
COc1ccc(NC(=O)CN(C)C(=O)C23CC4CC(CC(C4)C2)C3)cc1	12	-25	22	-3	7	8	-7	26	i	-2
CNCCCc1[nH]nc(N)c1C#N	-1	-1	-3	2	1	-11	1	17	i	-2
O=C(NNc1ccc(-c2csnn2)cc1)c1cc(Cl)cc(Cl)c1	-38	-10	5	-3	2	-3	4	-14	i	3
O=C(Cc1ccc(Cl)cc1)Nc1ccc(N2CCN(C(=O)c3ccco3)CC2)c(Cl)c1	23	15	-2	0	11	-6	3	16	i	3
Nc1ccc(CCS(N)(=O)=O)cc1	4	11	25	-1	-1	-7	2	11	i	5
O=C(O)COCC(=O)Nc1ccc(-n2cnnn2)cc1	7	-3	10	0	-2	-1	-1	3	i	2
COc1cc(C(=O)Nc2ccc3c(c2)Cc2ccccc2-3)cc(OC)c1OC	-8	11	12	/	-5	-5	6	16	i	-1
Cc1cc2c(c(=O)n1Cc1cccnc1)C(Cc1ccccc1)C(C#N)=C(N)O2 (centres undefined)	11	-47	42	2	-2	-3	-4	3	i	2
CCN(CC)C(=O)COc1ccc2c(c1)C(=O)CC(C)(C)O2	-20	-7	4	-4	0	4	-5	6	i	0
O=C(/C=C/c1ccc([N+](=O)[O-])cc1)NCc1ccco1	-7	-22	9	-2	-3	7	-2	18	i	4
O=C(Nc1cccc(NC(=O)c2cccs2)c1)c1cccnc1	14	-9	-4	0	-2	-2	10	12	i	-5
COc1ccc(C)cc1Cn1c(S(C)(=O)=O)nc2ccccc21	-32	-24	?	0	5	23	3	0	i	-1
COc1ccccc1NC(=O)Nc1nc(CC(=O)Nc2ccc(F)c(F)c2)cs1	0	/	2	3	/	3	/	-7	i	3
O=C(CCC1CCCCC1)NNC(=O)NC12CC3CC(CC(C3)C1)C2	8	-36	1	2	3	-1	-1	21	i	0
COc1ccc(C(=O)NC2CC2)cc1OC1CCN(Cc2cc(C)cc(C)c2)CC1	1	-21	6	2	3	0	6	20	i	5
O=C(O)CCn1cc(/C=C2\SC(=S)NC2=O)c(-c2ccccc2)n1	14	-20	-1	-1	3	-6	-6	21	i	-2
N#Cc1c(NC(=O)CCCC(=O)O)sc2c1CCCCC2	90*	-37	-8	-3	-2	-5	-5	32	i	3
Cn1cccc1C(=O)NNC(=O)c1ccccc1Br	-97	/	28	-2	/	14	/	20	i	-1
O=C(COc1ccc2ccccc2c1)N1CCNCC1	0	-50	1	-1	-3	0	2	8	i	3
CCn1c(COc2ccc(C)cc2)nnc1SCC(=O)Nc1ccc(S(N)(=O)=O)cc1	3	-4	-5	0	6	-2	6	5	i	-2
COc1ccc(-n2c(Cc3cccn3C)nnc2SCC(=O)Nc2cccc(C)c2C)cc1	3	-42	10	-1	3	-2	2	20	i	4
O=C(CSc1nnnn1-c1ccccc1)NC(=O)Nc1ccc2c(c1)OCCO2	-86	-77	43	0	-3	11	-7	-3	i	-1
N/C(Cc1ccc([N+](=O)[O-])cc1)=N\OC(=O)COc1ccccc1Cl	-20	-29	0	-2	-1	1	-10	10	i	-2
CCOC(=O)c1cc(C)sc1NC(=O)CSc1nnnn1C	6	-26	2	0	-3	0	0	22	i	2
CCOC(=O)C1CCN(c2ncnc3c(C)csc23)CC1	-69	-40	19	0	-2	10	7	6	i	1
COC(=O)c1cccc(Oc2cccc(Cl)n2)c1	-1	1	23	-2	3	4	-4	-18	i	2
O=C(CCNC(=O)Cn1cnc2ccccc2c1=O)NCC1COc2ccccc2O1 (centres undefined)	3	8	-24	0	0	-4	3	48	i	0

Full records, looked up by structure. Screens in order: aSyn 5UTR inh	KLF5 inhibitor	HSF-1 act	GSK3A inh	HSP90 inh	HSF1 inh	IEC-6 tox	AI-2 QS modul	PolyA inhibitor	GSK3beta inhib
N/C(Cc1ccc([N+](=O)[O-])cc1)=N\OC(=O)COc1ccccc1Cl as listed: -20	-29	0	-2	-1	1	-10	10	i	-2
O=C(CCNC(=O)Cn1cnc2ccccc2c1=O)NCC1COc2ccccc2O1 (centres undefined) as listed: 3	8	-24	0	0	-4	3	48	i	0

Next entries.
SMILES	aSyn 5UTR inh	KLF5 inhibitor	HSF-1 act	GSK3A inh	HSP90 inh	HSF1 inh	IEC-6 tox	AI-2 QS modul	PolyA inhibitor	GSK3beta inhib
COC(=O)/C=C1\NCCNC1=O	5	20	-14	-3	5	-9	7	4	i	-3
Cc1cc(C(=O)N2CCCC(CNS(=O)(=O)c3cccs3)C2)nn1C (centres undefined)	2	-2	6	-1	-1	-4	2	39	i	-8
O=C(NCCN1CCOCC1)c1cc2n(n1)C(C(F)(F)F)CC(c1ccc(F)cc1)N2 (centres undefined)	12	6	-3	0	0	-6	2	7	i	1
COc1ccc(C(c2oc(CO)cc(=O)c2O)c2oc(CO)cc(=O)c2O)cc1	10	8	0	-1	0	-5	-3	9	i	0
CCN(C(=O)CSc1nc2ccccc2c(=O)n1C(C)COC)C1CCS(=O)(=O)C1 (centres undefined)	19	16	6	0	4	3	-4	8	i	0
Cc1cnccc1NC(=O)c1cccs1	24	5	-4	3	3	-2	2	6	i	-2
Cc1ccc(C)c(OCC(=O)Nc2cc(C)on2)c1	-80	-36	42	-3	-4	20	2	6	i	-2
CS(=O)(=O)N(CC(=O)NCCSCc1c(F)cccc1Cl)c1ccc2c(c1)OCO2	-4	-5	16	0	4	5	-1	-7	i	-7
CN(C)/C=N/c1nc2nccc(-c3ccc(Cl)cc3)n2n1	4	0	-4	1	-1	6	-1	23	i	0
Cc1nn(C)c(C)c1NS(=O)(=O)c1ccc(OC(F)(F)F)cc1	-2	/	0	-1	/	-9	/	-3	i	1
COc1ccccc1N1CCN(/N=C/c2cc(OC)c(O)c(OC)c2)CC1	0	-20	3	0	-2	11	2	-2	i	2
COc1ccc(OC)c2[nH]c(=O)c(CCNC(=S)NC(C)(C)C)cc12	19	1	4	1	0	-3	5	10	i	-8

Compound activity as filed in PubChem.
